From PubChem
EBI2 block = blocks human EBI2 receptor beta-arrestin signaling | EBI2 beta-arrestin recruitment, luminescence, 7a,25-OHC stimulated | inhibition, % at 5 µM | actives 0.81% (n = 360,000); in the data active = inhibition above about 38%;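 also: enzyme fragment complementation signal reports receptor beta-arrestin coupling in cells; 0% = agonist plus DMSO wells and 100% = wells without agonist; some results beyond the cut were filed as inactive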
Target sequence (P32249 whole entry, looked up, the tested form may be a part): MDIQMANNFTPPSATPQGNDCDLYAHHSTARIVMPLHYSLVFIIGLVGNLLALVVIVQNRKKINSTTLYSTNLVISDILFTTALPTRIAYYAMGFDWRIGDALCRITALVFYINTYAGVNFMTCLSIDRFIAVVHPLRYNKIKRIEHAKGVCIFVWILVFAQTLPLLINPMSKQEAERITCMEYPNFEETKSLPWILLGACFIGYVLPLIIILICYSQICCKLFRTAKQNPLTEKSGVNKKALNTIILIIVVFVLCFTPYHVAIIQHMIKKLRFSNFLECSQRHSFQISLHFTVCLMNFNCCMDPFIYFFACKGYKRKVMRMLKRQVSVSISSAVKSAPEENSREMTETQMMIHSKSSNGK
* marks the source's active call; other numbers are inactive results. Not all compounds are listed, so the mix of outcomes need not match the whole.

Start of the listing, in advance, 5 compounds:
SMILES	EBI2 block
Cc1ccc(OCc2nc3ccccc3n2C(C)C(=O)Nc2c(C)cccc2C)cc1 (configuration not stated)	13
CCOC(=O)[C@]12CCCC=C1N(CCC1=CCCCC1)C(=O)[C@H](CC(=O)NCC13CC4CC(CC(C4)C1)C3)C2	21
CCOC(=O)CC1(C)Oc2cc(Cl)ccc2N1S(=O)(=O)c1ccc(C)cc1 (configuration not stated)	8
CC(C)C(C(=O)NCc1ccccc1)N1CCN(c2ccccc2F)CC1 (configuration not stated)	-2
CC1(C(=O)NCc2ccccc2)CN(S(C)(=O)=O)CC(=O)N1CCCN1CCOCC1 (configuration not stated)	-5

The whole of this part, from the first entry:
SMILES	EBI2 block
Cc1ccc(OCc2nc3ccccc3n2C(C)C(=O)Nc2c(C)cccc2C)cc1 (configuration not stated)	13
CCOC(=O)[C@]12CCCC=C1N(CCC1=CCCCC1)C(=O)[C@H](CC(=O)NCC13CC4CC(CC(C4)C1)C3)C2	21
CCOC(=O)CC1(C)Oc2cc(Cl)ccc2N1S(=O)(=O)c1ccc(C)cc1 (configuration not stated)	8
CC(C)C(C(=O)NCc1ccccc1)N1CCN(c2ccccc2F)CC1 (configuration not stated)	-2
CC1(C(=O)NCc2ccccc2)CN(S(C)(=O)=O)CC(=O)N1CCCN1CCOCC1 (configuration not stated)	-5
O=C(/C=C1\OCc2ccccc21)c1ccccc1	-30
Cc1nc2ccccc2n1C(C)c1nc2ccccc2n1CC(=O)c1ccsc1 (configuration not stated)	4
COC(=O)[C@@]12C[C@@H](CC(=O)NCCCCc3ccccc3)C(=O)N(Cc3ccccc3)C1=CCC(C)(C)C2	17
CCCNC(=O)Nc1ccc2c(c1)OC[C@H](C)N(C(=O)C1CCCCC1)C[C@@H](C)[C@H](OC)CN(C)C2=O	1
O=C(NCc1ccco1)C1C(=O)Nc2ccccc2C(=O)N1C1CCCCC1 (configuration not stated)	1
COc1ccc(N2C(=O)c3ccccc3NC(=O)C2C(=O)NCc2ccco2)cc1 (configuration not stated)	-2
Cc1ccc(S(=O)(=O)N2[C@H](CC(=O)OCc3ccccc3)OC[C@@H]2C)cc1	0
O=C(N[C@H]1CC[C@H](CC(=O)N2CCCCC2)O[C@@H]1CO)c1cccc(F)c1	-4
N#Cc1cccc(C2CC(OCCF)=CC(=O)O2)c1 (configuration not stated)	2
COC(=O)[C@@]12C[C@@H](CC(=O)NCc3cccs3)C(=O)N(Cc3ccccc3)C1=CCC(C)(C)C2	1
CCOC(=O)[C@]12CCCC=C1N(CCc1ccc(OC)c(OC)c1)C(=O)[C@H](CC(=O)NCc1ccccc1)C2	8
Cc1ccc(S(=O)(=O)N2[C@H](CC(=O)c3ccccc3)OC[C@@H]2C)cc1	5
O=C(Nc1c(-c2ccccc2)[nH][nH]c1=O)c1ccc2ccccc2c1	1
Cc1cccc(C)c1NC(=O)C(c1ccncc1)n1c(=O)c(-c2ccccc2)nc2ccccc21 (configuration not stated)	3
CCCCNC(=O)C[C@@H]1C[C@@]2(C(=O)OC)CCCCC=C2N(CCc2ccc(OC)c(OC)c2)C1=O	5
Cc1cccc(C)c1NC(=O)C1(C)CN(S(C)(=O)=O)CC(=O)N1CCCn1ccnc1 (configuration not stated)	-3
Cn1cc([C@]2(O)C(=O)Nc3ccccc32)c2ccccc21	4
O=C(C[C@H]1CC[C@@H](NC(=O)C2CC2)[C@@H](CO)O1)NCc1ccccc1Cl	0
O=C(C(=O)N1CCCN(Cc2ccc(F)cc2)CC1)c1ccccc1	3
O=C(Nc1cc(Cl)cc(Cl)c1)N[C@@H]1CC[C@@H](CCNS(=O)(=O)c2cccc(F)c2)O[C@@H]1CO	12
C[C@@]12CC[C@@H](C3=C(CCC3)C1)N2c1ccccc1	1
O=C(C[C@H]1CC[C@@H](NC(=O)Cc2cccnc2)[C@@H](CO)O1)NCc1ccc2c(c1)OCO2	0
COc1ccc(OC)c(CN2C(=O)CSCC2(C)C(=O)NCc2ccccc2)c1 (configuration not stated)	-8
CCOC(=O)[C@]12CCCC=C1N(CCC1=CCCCC1)C(=O)[C@H](CC(=O)N1CCSCC1)C2	7
Cc1ccc(-c2nc3ccccc3n2C(C)C(=O)NC(C)(C)C)cc1 (configuration not stated)	-4
COC1=CC(=O)OC(c2ccc(C(F)(F)F)cc2)C1 (configuration not stated)	4
CSCCC(C(=O)NC1CCCC1)n1c(C2CCCC2)nc2ccccc21 (configuration not stated)	6
O=C(NC1CCCCC1)C(c1cccc2ccccc12)n1c(=O)c(-c2cc3ccccc3[nH]2)nc2ccccc21 (configuration not stated)	8
O=C(NC1CCCC1)C(c1ccccc1)n1c(-c2cccc3ccccc23)nc2ccccc21 (configuration not stated)	12
O=C(NC1CCCCC1)C(c1ccncc1)n1c(=O)c(-c2ccccc2)nc2ccccc21 (configuration not stated)	-5
CO[C@H]1CN(C)C(=O)c2ccc(NC(=O)NC(C)C)cc2OC[C@H](C)NC[C@H]1C	-8
CC(C)NC(=O)C1(C)CN(S(C)(=O)=O)CC(=O)N1CCc1ccc(O)cc1 (configuration not stated)	-1
O=S(=O)(NCC[C@@H]1CC[C@H](NS(=O)(=O)c2cccc(F)c2)[C@@H](CO)O1)c1cccc(F)c1	-8
COCCNC(=O)C1C(=O)Nc2ccccc2C(=O)N1C1CCCC1 (configuration not stated)	-11
CC(C)C(C(=O)NCc1ccccc1)N1CCN(C(=O)C2CCCO2)CC1 (configuration not stated)	-2

By substructure, the compounds so far with an NH in an aromatic ring (2)
SMILES	EBI2 block
O=C(Nc1c(-c2ccccc2)[nH][nH]c1=O)c1ccc2ccccc2c1	1
O=C(NC1CCCCC1)C(c1cccc2ccccc12)n1c(=O)c(-c2cc3ccccc3[nH]2)nc2ccccc21 (configuration not stated)	8

Returning to the listing, repeating the six entries before the break.
SMILES	EBI2 block
O=C(NC1CCCCC1)C(c1ccncc1)n1c(=O)c(-c2ccccc2)nc2ccccc21 (configuration not stated)	-5
CO[C@H]1CN(C)C(=O)c2ccc(NC(=O)NC(C)C)cc2OC[C@H](C)NC[C@H]1C	-8
CC(C)NC(=O)C1(C)CN(S(C)(=O)=O)CC(=O)N1CCc1ccc(O)cc1 (configuration not stated)	-1
O=S(=O)(NCC[C@@H]1CC[C@H](NS(=O)(=O)c2cccc(F)c2)[C@@H](CO)O1)c1cccc(F)c1	-8
COCCNC(=O)C1C(=O)Nc2ccccc2C(=O)N1C1CCCC1 (configuration not stated)	-11
CC(C)C(C(=O)NCc1ccccc1)N1CCN(C(=O)C2CCCO2)CC1 (configuration not stated)	-2
CCCCNC(=O)c1nc(C2CCNCC2)oc1-c1ccccc1	-15
CO[C@@H]1CN(C)C(=O)c2cc(NC(=O)Nc3cc(F)ccc3F)ccc2OC[C@H](C)N(C(=O)c2cnccn2)C[C@@H]1C	-6
CC(=O)N1CCC(c2nc3ccccc3n2C(C)C(=O)NCc2ccccc2)CC1 (configuration not stated)	-11
COC(=O)[C@@]12C[C@@H](CC(=O)NCC3CCCCC3)C(=O)N(Cc3ccco3)C1=CCC(C)(C)C2	6
CC(C)CN1C(=O)CSCC1(C)C(=O)NC(C)C (configuration not stated)	-6
CCCCNC(=O)C[C@@H]1C[C@@]2(C(=O)OC)CC(C)(C)CC=C2N(Cc2ccco2)C1=O	2
O=C(Nc1ccc2c(c1)OCCO2)C(c1ccncc1)n1c(=O)c(-c2cc3ccccc3[nH]2)nc2ccccc21 (configuration not stated)	5
COc1cccc(S(=O)(=O)Nc2ccc3c(c2)C(=O)N(C)C[C@H](OC)[C@H](C)CN(Cc2ccccc2F)[C@@H](C)CO3)c1	20
CSCCC(c1nc2ccccc2[nH]1)n1c(=O)c(-c2ccco2)nc2ccccc21 (configuration not stated)	1
O=C(NC1CCCCC1)C(c1ccc(C(F)(F)F)cc1)n1c(=O)c(-c2ccccc2)nc2ccccc21 (configuration not stated)	-1

Compounds from the list above containing a CF3 group, in the order listed:
SMILES	EBI2 block
COC1=CC(=O)OC(c2ccc(C(F)(F)F)cc2)C1 (configuration not stated)	4
O=C(NC1CCCCC1)C(c1ccc(C(F)(F)F)cc1)n1c(=O)c(-c2ccccc2)nc2ccccc21 (configuration not stated)	-1

(continued)
SMILES	EBI2 block
COC(=O)C[C@@H]1C=C[C@H](NC(=O)Cc2ccccn2)[C@@H](CO)O1	5
Cc1cc(NC(=O)OC(C)(C)C)c(-n2nnnc2C(C(=O)c2ccc3c(c2)OCO3)N2CCN(c3ccccn3)CC2)cc1C (configuration not stated)	15
CC1(C(=O)NCc2ccccc2)CSCC(=O)N1Cc1ccco1 (configuration not stated)	0
CC(C(=O)NC1CCCC1)n1c(C2CCCC2)nc2ccccc21 (configuration not stated)	-4
COC(=O)[C@@]12C[C@@H](CC(=O)N3CCCC3)C(=O)N(Cc3ccc4c(c3)OCO4)C1=CCC(C)(C)C2	-1
CC(C)(C)OC(=O)Nc1ccccc1-n1nnnc1C(C(=O)c1ccc(F)cc1)N1CCN(c2ccccn2)CC1 (configuration not stated)	1
Cc1ccc(S(=O)(=O)N2[C@H](CC(=O)c3cccs3)OC[C@@H]2C)cc1	2
COc1ccc2c(c1)[C@]1(C[C@H](O)CO1)C(=O)N2C	-5
COC(=O)[C@@]12C[C@@H](CC(=O)NCC34CC5CC(CC(C5)C3)C4)C(=O)N(Cc3cccc4ccccc34)C1=CCC(C)(C)C2	19
Nc1c(-c2ccccc2)nc2ncccn12	3

(continued)
SMILES	EBI2 block
CCC(c1nc2ccccc2[nH]1)n1c(=O)c(-c2cccnc2)nc2ccccc21 (configuration not stated)	0
CCCCNC(=O)C1C(c2ccc(OC)cc2)=Nc2ccccc2N1C(=O)Cc1cc(OC)cc(OC)c1 (configuration not stated)	5
COC(=O)[C@]12CCCCC=C1N(CCc1ccc(OC)c(OC)c1)C(=O)[C@H](CC(=O)N1CCN(C(=O)c3ccco3)CC1)C2	4
COc1ccc(C(C(=O)NCc2ccccc2)n2c(-c3ccccn3)nc3ccccc32)cc1 (configuration not stated)	3
CCOC(=O)C[C@@H]1OC[C@H](C)N1S(=O)(=O)c1ccc(C)cc1	-8
CCC(CC)C(C(=O)NC1CCCC1)N1CCN(c2cc(C)nc3ccccc23)CC1 (configuration not stated)	1
Oc1ccc(F)c(CN2CCN(c3ncc(Cc4ccccc4)cn3)CC2)c1	-3
O=C(C[C@@H]1C=C[C@@H](NC(=O)c2cccnc2)[C@@H](CO)O1)NCc1ccncn1	-5
COC(=O)[C@@]12C[C@@H](CC(=O)N3CCCCC3)C(=O)N(Cc3ccccc3)C1=CCC(C)(C)C2	3
COC(=O)[C@@]12C[C@@H](CC(=O)NCCCCc3ccccc3)C(=O)N(Cc3cccc4ccccc34)C1=CCC(C)(C)C2	34
Cc1cccc(C)c1NC(=O)C(c1ccncc1)n1c(=O)c(-c2ccco2)nc2ccccc21 (configuration not stated)	4
Cc1cccc(C)c1NC(=O)C(CCc1ccccc1)n1c(=O)c(-c2ccccc2)nc2ccccc21 (configuration not stated)	23
Nc1nc2ncccn2c1-c1ccccc1	3
COC(=O)C1(C(=O)OC)c2ncccc2N(S(=O)(=O)c2ccc(C)cc2)C1CC(=O)c1ccccc1 (configuration not stated)	6
Cc1ccc(S(=O)(=O)N2[C@H](CC(=O)OCc3ccccc3)OC[C@@H]2C(C)C)cc1	12
COC(=O)C(C(=O)OC)c1ccccc1CNS(=O)(=O)c1ccc(C)cc1	1
Cc1ccccc1CN1C(=O)CN(S(C)(=O)=O)CC1(C)C(=O)Nc1ccc2c(c1)OCCO2 (configuration not stated)	-4
COc1cc(N(C)C)ccc1[C@]1(O)C(=O)N(C)c2ccc(Br)cc21	2
COC(=O)C[C@H]1CC[C@@H](NC(=O)c2ccncc2)[C@@H](CO)O1	-2
CSCCC(c1nc2ccccc2[nH]1)n1c(=O)c(-c2cccnc2)nc2ccccc21 (configuration not stated)	2
O=C(NC1CCCC1)C(C1CC1)n1c(-c2ccccn2)nc2ccccc21 (configuration not stated)	0
COC(=O)C[C@H]1C=C[C@@H](NC(=O)Nc2cccc(OC)c2)[C@@H](CO)O1	-10
CC1(C(=O)NCc2ccccc2)CSCC(=O)N1CCOc1ccccc1 (configuration not stated)	4
Nc1nc2ccc(Cl)cc2cc1C(=O)NCCCN1CCOCC1	-10
COC(=O)/C=C1\OCc2cc(OCc3ccccc3)ccc21	0
CCC(C(=O)NC1CCCC1)n1c(-c2ccncc2)nc2ccccc21 (configuration not stated)	-3
CC(C)(C)NC(=O)C(c1cc2ccccc2o1)n1c(=O)c(-c2ccccc2)nc2ccccc21 (configuration not stated)	1
COc1ccc(C(=O)NCCNc2nc3cc(C)cc(C)c3cc2C#N)cc1	3
CC(C)NC(=O)C1(C)CN(S(C)(=O)=O)CC(=O)N1C1CCCCCC1 (configuration not stated)	-11
CCOC(=O)[C@]12CCCC=C1N(CCC1=CCCCC1)C(=O)[C@H](CC(=O)NCCCOC)C2	9
CCOC(=O)[C@]12CCCC=C1N(CCC1=CCCCC1)C(=O)[C@H](CC(=O)NCc1ccc(OC)c(OC)c1)C2	6
O=C(NCc1ccccc1)C(c1ccc(-c2ccccc2)cc1)N1CCN(c2ccccc2F)CC1 (configuration not stated)	16
Nc1nc2ccc(Cl)cc2cc1C(=O)NCCc1ccc(O)cc1	-3
CC(C)(C)NC(=O)C(c1cccc2ccccc12)n1c(=O)c(-c2cc3ccccc3[nH]2)nc2ccccc21 (configuration not stated)	20
COC(=O)C[C@@H]1C=C[C@@H](NC(C)=O)[C@@H](CO)O1	-3
CN1CCN(C(=O)C[C@@H]2C=C[C@H](NS(=O)(=O)c3cccc(F)c3)[C@@H](CO)O2)CC1	-11
O=C(NCc1ccccc1)C1C(=O)Nc2ccccc2C(=O)N1C1CCCC1 (configuration not stated)	-1
CCCc1nc2ccccc2n1C(CCSC)C(=O)NC(C)(C)C (configuration not stated)	2
COC(=O)C1=CN(c2ccc(Oc3ccccc3)cc2)C(N)=C(C#N)C1c1cccc(F)c1 (configuration not stated)	11
COC(=O)[C@@]12C[C@@H](CC(=O)N3CCOCC3)C(=O)N(Cc3ccco3)C1=CCC(C)(C)C2	2
